MITF inh – inhibitors of human MITF; O75030; AlphaScreen MITF homodimerization, bead proximity signal; inhibition, % at 2.6 µM; 650,000 tested, 0.91% active; in the data active means inhibition above about 50%;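 further: 0% = vehicle wells with protein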
Target sequence (O75030 whole entry, looked up): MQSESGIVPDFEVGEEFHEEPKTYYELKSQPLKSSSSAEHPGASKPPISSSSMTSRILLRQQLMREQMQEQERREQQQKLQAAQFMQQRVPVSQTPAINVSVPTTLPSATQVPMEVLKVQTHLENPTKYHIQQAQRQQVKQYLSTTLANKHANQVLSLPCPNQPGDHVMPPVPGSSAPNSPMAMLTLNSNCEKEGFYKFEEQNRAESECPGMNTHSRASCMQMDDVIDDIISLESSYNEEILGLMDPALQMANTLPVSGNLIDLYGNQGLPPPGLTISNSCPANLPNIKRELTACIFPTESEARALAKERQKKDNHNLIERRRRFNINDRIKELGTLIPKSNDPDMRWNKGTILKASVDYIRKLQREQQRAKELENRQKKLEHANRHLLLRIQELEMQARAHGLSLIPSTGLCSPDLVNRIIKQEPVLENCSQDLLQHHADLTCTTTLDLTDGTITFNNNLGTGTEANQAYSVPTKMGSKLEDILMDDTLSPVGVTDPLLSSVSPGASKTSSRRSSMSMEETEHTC
FBW7 act – activators of human E3 ligase FBW7 | normalized activity (activation), % at 26.1 µM | AlphaScreen FBW7–phospho-cyclin E peptide binding, activator screen | AID 1259310 | Q969H0 | 650,000 tested, 0.13% active; in the data active means normalized activity above about 1.9%;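 further: purified mutant Fbw7 with reduced substrate affinity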
TEAD-YAP block – TEAD-YAP interaction inhibition | AID 1259422 | HEK-TIYL cells, TEAD-Gal4/YAP UAS-luciferase luminescence | 640,000 tested, 1.4% active | inhibition, % at 9.12 µM; in the data active means inhibition above about 32%;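 further: 0% = median of test compound wells and 100% = reference inhibitor wells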
GPR151 ag – activators of human GPR151; AID 1508602; 650,000 tested, 1% active; activation, % at 11.2 µM; Q8TDV0; PathHunter beta-arrestin GPR151 cells, luminescence; in the data active means activation above about 4.9%;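 further: 0% = median of compound wells and 100% = cells with positive control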
Target sequence (Q8TDV0 whole entry, looked up): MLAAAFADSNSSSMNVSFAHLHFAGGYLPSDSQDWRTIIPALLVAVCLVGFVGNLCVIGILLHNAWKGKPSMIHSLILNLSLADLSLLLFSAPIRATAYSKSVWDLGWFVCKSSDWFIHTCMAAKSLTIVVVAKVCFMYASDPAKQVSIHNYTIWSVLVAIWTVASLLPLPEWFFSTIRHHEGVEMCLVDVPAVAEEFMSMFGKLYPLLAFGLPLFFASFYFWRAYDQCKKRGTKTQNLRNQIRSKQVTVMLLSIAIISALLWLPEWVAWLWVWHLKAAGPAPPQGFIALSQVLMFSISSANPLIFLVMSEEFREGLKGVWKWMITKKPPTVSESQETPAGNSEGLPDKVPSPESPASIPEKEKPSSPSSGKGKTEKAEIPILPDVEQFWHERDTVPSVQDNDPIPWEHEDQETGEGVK
The depositor's hits bear a star; . = not tested or not shown. Rows were taken by chance, and some 3.4% of all compounds hit somewhere here.

Labels used below: A = MITF inh; B = FBW7 act; C = TEAD-YAP block; D = GPR151 ag
COC(=O)c1ccccc1C(=O)N1CCc2nnc(C(CC(C)C)NC(C)=O)n2CC1 (stereo not drawn)
  A: 1.6 | B: 0.0 | C: 4.8 | D: -0.6

CCN(Cc1ccccc1)C(=O)Cn1c(=O)n(-c2ccc(OC)cc2)c(=O)c2ccccc21
  A: 1.6 | B: 0.0 | C: 11.4 | D: 7.9*

COc1ccc(/C=N/Nc2nc(C)cc(C)n2)c(OC)c1
  A: -24.0 | B: -0.3 | C: -8.5 | D: -0.2

Cc1ccc([N+](=O)[O-])cc1N1C(=O)/C(=C\c2ccccc2)N=C1c1ccccc1
  A: 0.7 | B: -0.1 | C: -14.4 | D: 1.9

CCCCOc1ccc(CSc2nncn2N)cc1[N+](=O)[O-]
  A: 9.4 | B: 0.0 | C: -39.4 | D: 5.1*

Cc1cc(NS(=O)(=O)c2ccc(NC(=O)COc3ccc(C(C)C)cc3)cc2)no1
  A: -1.7 | B: -0.2 | C: -1.6 | D: 1.3

COc1ccc(CNC(=O)c2ccc3c(c2)NC(=O)C(CSCc2ccccc2Cl)N3)cc1 (stereo not drawn)
  A: -0.8 | B: -0.1 | C: 0.3 | D: -0.1

O=C(O)C1CCCCC1C(=O)Nc1cc(Cl)ccc1Cl (stereo not drawn)
  A: -4.1 | B: -0.1 | C: 4.2 | D: 0.6

COc1ccc(OC)c(C2=NOC(C(=O)Nc3ccc(C#N)cc3)C2)c1 (stereo not drawn)
  A: 3.1 | B: -0.1 | C: -2.9 | D: -0.5

Cc1c(C(=O)NCCCN2CCCC2=O)sc2ncnc(NCC3CCCO3)c12 (stereo not drawn)
  A: 13.6 | B: 0.3 | C: -14.2 | D: 0.9

O=C(NCC1CCCN(Cc2ccccc2)C1)c1cccs1 (stereo not drawn)
  A: 9.8 | B: 0.3 | C: 5.3 | D: 0.3

CC(C)c1ccc(OCC(=O)NN2C(=O)c3ccccc3C2=O)c(Br)c1
  A: -10.5 | B: 0.0 | C: 0.3 | D: -1.0

CC1CCN(C(=O)c2ccc(CNc3c(N4CCC(C)CC4)c(=O)c3=O)cc2)CC1
  A: -4.0 | B: 0.1 | C: -7.4 | D: 2.3

COc1cc(CN2CCCC2)cc(OC)c1OC
  A: -0.8 | B: -0.1 | C: 2.1 | D: -0.6

CCC1(c2ccccc2)NC(=O)NC1=O (stereo not drawn)
  A: -0.7 | B: 0.2 | C: 5.7 | D: 0.1

O=[N+]([O-])c1ccc2nonc2c1Nc1ccc(F)cc1
  A: 18.9 | B: -0.2 | C: -0.3 | D: -0.9

COc1ccc(CCNC(=O)c2ccc3c(c2)nc(SCc2ccc(F)cc2)n2c4ccccc4nc32)cc1OC
  A: 17.5 | B: 0.5 | C: -1.0 | D: -0.3

CC1(C)O[C@@H]2C[C@H]3[C@@H]4CCC5=CC(=O)C=CC5(C)[C@@]4(F)[C@@H](O)CC3(C)C2(C(=O)CO)O1 (stereo partly drawn)
  A: 5.8 | B: 0.3 | C: . | D: -2.3

CCOc1cc2c(cc1OCC)C(c1cccc(I)c1)NCC2 (stereo not drawn)
  A: 10.3 | B: 0.0 | C: 2.0 | D: 0.7

CC(C)c1cc(C(C)C)c(S(=O)(=O)NC2=NCCS2)c(C(C)C)c1
  A: 2.5 | B: 0.0 | C: 0.4 | D: 1.1

COCCOC(=O)C1=C(C)Nc2[nH]c(=S)[nH]c(=O)c2C1c1ccc(O)cc1 (stereo not drawn)
  A: 1.0 | B: -0.1 | C: 1.1 | D: 2.1

COc1ccc(N(CC(=O)Nc2c(C)cc(C)cc2C)S(C)(=O)=O)c(OC)c1
  A: 7.8 | B: 0.2 | C: -3.6 | D: 1.4

N#C/C(=C\c1c(Oc2ccc(F)cc2)nc2ccccn2c1=O)C(=O)N1CCOCC1
  A: 19.9 | B: 0.2 | C: 13.7 | D: 0.7

CCOC(=O)C1=C(c2ccccc2)NC(=O)NC1c1ccc(OC)c(OC)c1 (stereo not drawn)
  A: 5.8 | B: -0.2 | C: -4.5 | D: 2.4

CC(=O)c1ccc(NC(=O)Cc2ccccc2[N+](=O)[O-])cc1
  A: 10.0 | B: 0.6 | C: -23.2 | D: -1.0

Next part
Labels used below: A = MITF inh; B = FBW7 act; C = TEAD-YAP block; D = GPR151 ag
Cc1ccc(C)c(OCC(=O)Nc2sc3c(c2C(N)=O)CCC(C)C3)c1C (stereo not drawn)
  A: 8.6 | B: 0.3 | C: -5.4 | D: -1.0

N#Cc1ccc(C(=O)OCC(=O)Nc2ccc3[nH]c(=O)[nH]c3c2)cc1
  A: -0.4 | B: -0.2 | C: -7.0 | D: 0.6

CC1CN(Cc2cccc(Br)c2)CC(C)O1 (stereo not drawn)
  A: 42.9 | B: -0.1 | C: 1.3 | D: 0.6

CCOc1ccc(C2C(C(=O)OCCOc3ccccc3)=C(C)NC3=C2C(=O)CC(c2ccccc2)C3)cc1 (stereo not drawn)
  A: -4.8 | B: 0.0 | C: -4.9 | D: -1.6

O=C(Nc1ccc(Cl)cc1)N1CCOc2ccccc21
  A: 2.1 | B: 0.1 | C: -9.9 | D: -1.3

O=C1CCCN1CCn1cnc2c(Nc3ccc4c(c3)OCO4)nc(Nc3ccc(N4CCOCC4)cc3)nc21
  A: 13.2 | B: -0.2 | C: 23.2 | D: -1.2

COc1cc(S(=O)(=O)n2nnc3ccccc32)c(OC)cc1Cl
  A: 14.7 | B: 1.1 | C: -6.6 | D: -0.7

COC(=O)CNC(=O)c1ccccc1Sc1nc(OC)cc(OC)n1
  A: -2.5 | B: 0.0 | C: 3.0 | D: 2.1

Cc1cc(Cl)ccc1OCC(=O)Nc1ccc(S(=O)(=O)NC(C)(C)C)cc1
  A: 0.6 | B: 0.0 | C: 4.3 | D: -0.5

Cc1cccc(CN2CCN(Cc3nc(-c4ccc(F)cc4)cs3)CC2CCO)n1 (stereo not drawn)
  A: -8.6 | B: -0.2 | C: 0.7 | D: 10.1*

Cc1nnc(SCC(=O)Nc2ccc3nc(SCC(=O)NCC4CCCO4)sc3c2)s1 (stereo not drawn)
  A: 8.3 | B: 0.7 | C: -4.6 | D: 0.4

O=c1c2ccccc2ncn1Cc1ccc(Cl)cc1
  A: 19.3 | B: 0.1 | C: 1.6 | D: -1.1

CSc1ccc(-c2oc(C)c(C)[n+]2[O-])cc1
  A: 10.3 | B: 0.1 | C: -49.0 | D: -1.9

COC(=O)c1ccc(/C=C2\SC(=O)N(c3ccc(O)cc3)C2=O)cc1
  A: 2.4 | B: 0.1 | C: -26.1 | D: 2.0

CC(C)CCNC(=S)Nc1ccccc1
  A: 2.6 | B: -0.1 | C: -8.2 | D: 1.9

COc1cc(-c2nnc(SCc3ccc(Br)cc3)o2)cc(OC)c1OC
  A: -14.8 | B: -0.1 | C: -16.1 | D: -0.1

Nc1cccc(NC(=O)c2ccccc2)c1
  A: 2.7 | B: -0.2 | C: -11.5 | D: -2.9

COc1cc(CNC(C)C)cc(Cl)c1OCC(N)=O
  A: -7.4 | B: -0.1 | C: 2.1 | D: -0.7

CCOC(=O)c1ccc(CNC(=O)c2cc(Cc3ccccc3)no2)o1
  A: -0.5 | B: 0.0 | C: -76.6 | D: 0.3

CCOC(=O)N1CCN(C(=O)CN2Cc3ccc(OC)cc3OC(C)C2)CC1 (stereo not drawn)
  A: 13.9 | B: 0.0 | C: 1.8 | D: -0.9

COc1cccc(CNC(=O)CN2Cc3ccccc3C2=O)c1
  A: -14.4 | B: 0.0 | C: -2.9 | D: 1.7

Cc1ccc(-n2[nH]c(C)c(C=Nc3ccc(S(=O)(=O)Nc4ccccc4)cc3)c2=O)cc1C
  A: -7.1 | B: -0.3 | C: -3.5 | D: -0.5

COc1cc2c(cc1OC)C(c1cc3cc4c(cc3[nH]c1=O)OCO4)N(C(=O)C1CC1)CC2 (stereo not drawn)
  A: 67.2* | B: -0.1 | C: 5.5 | D: 0.4

CCOC(=O)C1(CC2CCCCO2)CCN(C(=O)NCCc2ccccc2)CC1 (stereo not drawn)
  A: 6.2 | B: 0.0 | C: -25.7 | D: 4.6

CCN(Cc1ccncc1)Cc1cc2cc(C)ccc2n(CCOC)c1=O
  A: -6.5 | B: 0.0 | C: 5.3 | D: -0.4

(continued)
Labels used below: A = MITF inh; B = FBW7 act; C = TEAD-YAP block; D = GPR151 ag
O=C(CN1C(=O)CCC1=O)Nc1cc(C(F)(F)F)ccc1Cl
  A: -0.2 | B: -0.2 | C: 0.1 | D: -0.5

COC(=O)C1=C(C)NC(=O)/C1=C\c1ccc(OCc2ccccc2)cc1
  A: 2.4 | B: -0.2 | C: -0.2 | D: 0.8

CC1CCC(C(=O)NC(Cc2c[nH]c3ccccc23)C(=O)Nc2cccnc2)CC1 (stereo not drawn)
  A: 8.9 | B: 0.1 | C: 57.7* | D: -0.1

CC1CCCC(C)N1C(=O)COC(=O)/C=C/c1ccco1 (stereo not drawn)
  A: 18.7 | B: 0.3 | C: 10.2 | D: 2.9

COc1ccc(CN2CCC(CNC(=O)c3ccc(OC4CSC4)cc3)CC2)cc1
  A: 1.4 | B: -0.1 | C: 9.8 | D: 0.8

COc1ccc(CNC(=O)C(=O)Nc2ccc(OC)cc2OC)cc1
  A: -6.8 | B: 0.6 | C: -3.0 | D: -0.4

CCc1nnc(NC(=O)COc2ccc(Br)cc2)s1
  A: 15.5 | B: 0.9 | C: -5.5 | D: 0.6

O=C(CN1C(=O)COc2ccc(Cl)cc21)Nc1ccc(N2CCOCC2)cc1
  A: 17.2 | B: -0.3 | C: 15.9 | D: -0.8

CCOC(=O)CCCCN(Cc1ccc(F)cc1)S(=O)(=O)c1ccc(C(C)(C)C)cc1
  A: 17.6 | B: 0.7 | C: 9.2 | D: -0.6

Cc1ccc(OCc2nnc(NC(=O)Cc3cccs3)s2)cc1
  A: -3.4 | B: -0.2 | C: -7.1 | D: -0.2

CN(C)S(=O)(=O)c1ccc(C(=O)N2CCC(c3ccccc3)CC2)cc1
  A: 14.3 | B: 0.0 | C: 1.8 | D: -0.8

COc1ccc(N2C(N)=C(C#N)C(c3ccc4c(c3)OCO4)C3=C2CCCC3=O)cc1 (stereo not drawn)
  A: 9.0 | B: -0.1 | C: -6.1 | D: -0.7

CC(C)N(Cc1nc(-c2ccccc2)no1)C(=O)c1ccccc1
  A: 8.6 | B: 0.2 | C: 0.9 | D: -1.0

CCOc1ccccc1CN1CCN(Cc2cnn(C)c2C)CC1CCO (stereo not drawn)
  A: -11.0 | B: -0.1 | C: -9.1 | D: 0.6

Clc1nccc(NCCOc2ccccc2)n1
  A: -1.9 | B: 0.0 | C: -9.4 | D: -0.7

COc1ccc(CCn2c(=O)c3cccnc3n(CC(N)=O)c2=O)cc1OC
  A: 4.2 | B: -0.1 | C: -1.4 | D: 0.2

COc1ccc(C(=O)Nc2ccc3oc(-c4ccncc4)nc3c2)cc1OC
  A: -0.9 | B: -0.1 | C: 7.4 | D: 1.8

COc1ccc(C(=O)NCc2c(-c3ccccc3)noc2C)cc1
  A: -2.9 | B: -0.1 | C: 12.1 | D: 0.8

Cn1c(O)c(/C=N/NC(=O)c2cccc3ccccc23)c2ccccc21
  A: -2.0 | B: 0.0 | C: 13.7 | D: 0.2

CCOC1(O)CC(n2cc([N+](=O)[O-])nc2C)C2COC1O2 (stereo not drawn)
  A: -10.9 | B: 0.1 | C: -5.2 | D: -0.7

Cn1cc(CN2CCOc3ccc(CN4CCC(OCc5ccccc5)CC4)cc3C2)cn1
  A: 0.0 | B: 0.0 | C: -9.3 | D: -1.2

O=C(CN1CCSc2ccccc21)NCc1ccc(F)cc1
  A: 15.7 | B: 0.5 | C: -1.4 | D: -0.8

O=C1c2ccccc2-c2c1cccc2C(=O)N1CCCCC1
  A: 7.5 | B: 0.6 | C: -13.4 | D: -0.8

Nc1cc(=O)[nH]c(SCC(=O)N2CCc3ccccc32)n1
  A: 12.9 | B: 0.1 | C: 1.1 | D: 1.4

O=C(Nc1cccc2nsnc12)c1nn2c(C(F)(F)F)cc(-c3ccccc3)nc2c1Br
  A: -0.3 | B: -0.1 | C: 0.5 | D: 1.4

Single records, as listed above. Screens in order: MITF inh, FBW7 act, TEAD-YAP block, GPR151 ag
Shown for `CC1CCC(C(=O)NC(Cc2c[nH]c3ccccc23)C(=O)Nc2cccnc2)CC1` (stereo not drawn) = 8.9, 0.1, 57.7*, -0.1
Shown for `Clc1nccc(NCCOc2ccccc2)n1` = -1.9, 0.0, -9.4, -0.7
Shown for `CCOC1(O)CC(n2cc([N+](=O)[O-])nc2C)C2COC1O2` (stereo not drawn) = -10.9, 0.1, -5.2, -0.7
Shown for `Nc1cc(=O)[nH]c(SCC(=O)N2CCc3ccccc32)n1` = 12.9, 0.1, 1.1, 1.4

Next records
Labels used below: A = MITF inh; B = FBW7 act; C = TEAD-YAP block; D = GPR151 ag
CCc1nn(CCCC(=O)NCCCN2CCCC2=O)c(=O)c2cc3occc3n12
  A: -9.6 | B: 0.1 | C: -2.5 | D: 0.4

CCOP(=O)(OCC)c1nc(-c2ccc(Cl)cc2)oc1NC
  A: 6.1 | B: -0.1 | C: -3.2 | D: -1.4

CO[C@@H]1COC(=O)C/C=C/[C@@H](C)[C@H](NS(=O)(=O)c2ccc(C)cc2)COC(=O)[C@H](C)NC(=O)C/C=C/[C@H]1C
  A: 8.4 | B: 0.0 | C: . | D: 1.4

CCc1ccc(N2C(=O)CC(Sc3ncccc3C(=O)O)C2=O)cc1 (stereo not drawn)
  A: 6.7 | B: 1.2 | C: 2.2 | D: 0.2
